High-throughput results (PubChem BioAssay)
E coli WT inh = growth inhibitors of wild type E. coli, primary screen, strain BW25113 wild type, absorbance readout; E. coli BW25113 growth inhibition, OD600; inhibition, % at 10 µM; 20,000 tested, 0.05% active; AID 552, 2006; in the data active means inhibition above about 40%;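 further: bacteria exposed to compound for 20 hours at 37 °C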
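Assay system: Bacterial strain in a whole-cell growth screen | Amount: Inoculum from a 1:1000 dilution of a 1.5 h subculture | Detection: Absorbance at 615 nm as a measure of bacterial growth | Timing: 20 h exposure, 37 °C | Buffer or medium: LB plus kanamycin 50 µg/mL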
* hit, by the source's call. This is a subset; count on the stated rates, not on these rows.

SMILES	E coli WT inh
CCNC(=O)c1ccc(NS(=O)(=O)c2ccccc2)cc1	2
CCCC1C(C#N)=C(N)Oc2n[nH]c(C(C)(C)C)c21 (stereo unspecified)	16
COc1ccccc1N1CCN(C(=O)CSc2nc3ncnc(N)c3[nH]2)CC1	2
O=C(Nc1ccc(Cl)cc1C(=O)N1CCOCC1)c1ccco1	-21
CC1CCN(C(=O)c2ccc(C(=O)N3CCC(C)CC3)cc2)CC1	6
N#Cc1ccccc1CSc1nc(N2CCCCC2)nc(N2CCCCC2)n1	-20
O=C1CC(N(O)c2ccccc2)C(=O)N1c1cc(Cl)cc(Cl)c1 (stereo unspecified)	-20
COc1ccccc1NC(=O)c1cc2n(n1)C(C(F)(F)F)CC(c1ccc3c(c1)OCO3)N2 (stereo unspecified)	-1
COc1ccccc1N1CCN(C(=O)CCNS(=O)(=O)c2ccc3c(c2)CCC(=O)N3)CC1	-3
CCOC(=O)C(NC(C)=O)(NS(=O)(=O)c1ccccc1)C(F)(F)F (stereo unspecified)	-4
CCOC(=O)c1nc2sc3c(c2c(=O)[nH]1)CCCC3	11
COc1ccc(OC)c(NC(=O)C2CCN(c3cc(-c4ccccc4)nc4ncnn34)CC2)c1	-1
C=CCOc1ccccc1/C=N/O	-15
COc1ccc(C)cc1S(=O)(=O)N(CC(N)=O)Cc1ccccc1	-19
COC(=O)c1ccc(CNC(=O)CSc2nnc(COc3ccccc3)n2C)o1	-13
CC(=O)N1CCN(c2ccc(NC(=O)c3ccccc3Br)cc2Cl)CC1	-21
Cc1csc(SCC(=O)Nc2nc(-c3ccccc3)cs2)n1	-7
CC(=O)Nc1cccc(NC(=O)CSc2nnnn2C)c1	-6
Cc1nonc1OCCNC(=O)C12CC3CC(CC(C3)C1)C2	0
Cc1cc(C)nc(NC2=NCC(=O)N2c2ccccc2Br)n1	9
COc1ccc(NC(=O)CN(C2CCCCC2)S(C)(=O)=O)cc1OC	-17
CCOc1ccc(NC(=O)CN2CCN(CC(=O)c3ccc(OCC)cc3)CC2)cc1	-5
O=C(Nc1ccc(Cl)cc1C(=O)Nc1ccncc1)c1ccco1	-7
COc1cc(-c2n[nH]c(=O)o2)cc(OC)c1OC	-16
CC(=O)COc1ccc2c3c(c(=O)oc2c1C)CCCCC3	-15
SMILES	E coli WT inh
CC1(C)c2ccccc2N2CC(=O)NC21/C=C/c1ccco1 (stereo unspecified)	-17
CC(=O)c1cccc(NS(=O)(=O)c2ccc3c(c2)oc(=O)n3C)c1	6
O=C(c1ccccc1C(=O)N1CCN(c2ccccc2)CC1)N1CCN(c2ccccc2)CC1	-4
O=C1CCCc2c1cc(C(=O)Nc1ccc(Br)cn1)c(=O)n2-c1ccccc1	4
CCOC(=O)CCCn1nc(C)n2c(cc3sccc32)c1=O	16
CC1CC(C)CN(Cc2nc(N)nc(Nc3ccc4ccccc4c3)n2)C1 (stereo unspecified)	-17
CCN(CC)C(=O)CSC1=C(C#N)C(c2ccco2)C(C(=O)OCCOC)=C(C)N1 (stereo unspecified)	4
O=c1oc2ccccc2n1CCCCCn1c(=O)oc2ccccc21	-22
CCn1c(SCC(=O)Nc2ccccc2N2CCOCC2)nnc1-c1ccccc1	-14
C=CCN1C(=O)C(CC(=O)O)SC1=Nc1c(C)n(C)n(-c2ccccc2)c1=O (stereo unspecified)	-7
Cc1cn2c(-c3ccc(Cl)cc3)nnc2s1	8
O=C(NCc1ccco1)c1ccc(Cl)c(S(=O)(=O)N2CCOCC2)c1	-24
CCCCOc1cc(=O)[nH]c(=O)[nH]1	0
Cc1nc2ccc(C(=O)c3ccccc3)cc2[nH]1	10
COCc1nnc(NC(=O)CS(=O)(=O)Cc2ccccc2)s1	-20
CC(C)Oc1ccc(C2C(C(=O)c3ccco3)=C(O)C(=O)N2Cc2cccnc2)cc1 (stereo unspecified)	-20
CSc1ccccc1NC(=O)c1ccccc1N(C)S(C)(=O)=O	-7
CCOC(=O)c1[nH]c2ccc(C)cc2c1NC(=O)CN1CCCCC1	1
COc1cccc(OCc2nnc(SCC(=O)OCc3ccccc3)o2)c1	3
CC1CCN(S(=O)(=O)c2cn(CC(=O)N3CCN(C)CC3)c(=O)c3ccccc23)CC1	7
Cc1cccc(NC2SC(=O)N(c3ccccc3)C2=O)c1 (stereo unspecified)	1
CCC1CCCCN1CCCNC(=O)CC1Oc2ccc(C)cc2NC1=O (stereo unspecified)	1
CSc1nc2ccccc2n1Cc1cccc(F)c1	-13
CCNc1nc(N2CCCCC2)nc(-n2nnc(C(=O)OCC)c2C)n1	5
CCC1(C)Cc2c(sc3nc(SCC(=O)O)[nH]c(=O)c23)CO1 (stereo unspecified)	-1
SMILES	E coli WT inh
Cc1cccc(OCc2nc(C#N)c(NCCN(C)C)o2)c1	5
COc1ccc(CCNC(=O)c2cc(-c3cc(C)c(C)cc3O)n[nH]2)cc1OC	9
CCOCCCNc1nc2c([nH]1)c(=O)n(C)c(=O)n2C	-16
CCOC(=O)N1CCN(C(=O)C2CCCN(S(=O)(=O)c3cc(C)ccc3OC)C2)CC1 (stereo unspecified)	-21
CC(=O)[C@@]1(O)CC[C@H]2[C@@H]3C[C@H](C)C4=CC(=O)CC[C@]4(C)[C@H]3CC[C@@]21C	5
COc1cccc(NC(=O)c2ccco2)c1	10
Cc1cc(S(=O)(=O)N2CCCC2)ccc1OCC(=O)N1CCOCC1	-14
CCOCC(=O)Nc1nc2c(s1)C(=O)CC(C)(C)C2	14
Cc1c(O)c(CN2CCCCC2)cc2c3c(c(=O)oc12)CCC3	-4
COc1ccc(C(=O)OC(COc2ccccc2)Cn2ccnc2)cc1 (stereo unspecified)	9
Cc1cc(C)c(S(=O)(=O)N(C)CC(N)=O)c(C)c1	-6
Fc1ccc(C2=Nn3c(nnc3-c3n[nH]c4c3CCC4)SC2)cc1	-13
CS(=O)(=O)N(CC(=O)O)c1cccc(Cl)c1	-6
O=C(Nc1ccc(Cl)cn1)c1cccnc1	9
CCCCOc1ccc(OCCCN2CCOCC2)cc1	14
O=C(c1cccs1)N1CCN(S(=O)(=O)N2CCOCC2)CC1	-26
CN(C)c1oc(-c2ccccc2F)nc1C#N	-3
Cc1nn(C(=O)c2ccccc2)c2c1C(=O)CC(C)(C)C2	-3
O=C(CCCN1C(=O)c2ccccc2C1=O)Nc1ccccn1	1
CC(=O)c1cccc(NC(=O)CN(c2cccc(F)c2)S(C)(=O)=O)c1	-15
Cc1noc(NS(=O)(=O)c2ccc(N)cc2)c1C	11
O=C(O)CCC(=O)NCC1OCCc2ccccc21 (stereo unspecified)	-23
CC1CC2(CC(C)(C(=O)CSc3nc4ccccc4s3)OC2=O)C(=O)O1 (stereo unspecified)	3
COc1cccc(NS(=O)(=O)c2ccc(NC(C)=O)cc2)c1	-20
COc1ccc(COn2c(=O)c(C)[n+]([O-])c3ccccc32)cc1OC	3
SMILES	E coli WT inh
O=C1CN(Cc2ccccc2)C(=NCc2ccco2)S1	-4
O=C(Nc1ccccc1)N(CCCN1CCOCC1)Cc1cc2cc3c(cc2[nH]c1=O)OCCO3	2
Cc1ccc(S(=O)(=O)N[C@@H](C)C(=O)N2CCC(C(=O)N3CCC[C@H]3C(=O)O)CC2)cc1	10
CN(Cc1ccccc1)Cc1nc2c(c(=O)n(C)c(=O)n2C)n1Cc1ccc(F)cc1	-14
CCOC(=O)C1CCCN(c2c(N3CCN(c4ccccn4)CC3)c(=O)c2=O)C1 (stereo unspecified)	9
Oc1ccccc1CN1CCCN(Cc2ccccc2O)C1	-18
O=C(O)c1oc2ccccc2c1-n1cccc1	-1
Cc1nn(-c2ccccc2)c2[nH]c(C(F)(F)F)cc(=O)c12	-6
O=C(Nc1cccnc1)c1cccc(NC(=O)c2ccco2)c1	10
COC(=O)C(C(=O)Nc1ccc(OC)cc1)C1CCCCCC1 (stereo unspecified)	-18
CCCc1nnc2n1N=C(c1ccc(-c3cc(Cl)ccc3Cl)o1)CS2	-1
Cc1cc(C)n(CC(=O)NCc2cc(-c3nn(C)c(=O)c4ccccc34)ccc2C)n1	-20
O=c1nc(N2CCCCC2)nc2n1CCO2	-10
CCOC(=O)N1CCN(C(=O)c2cc(-n3cnnc3)ccc2Cl)CC1	-17
Cn1c(C(=O)Nc2ccc3c(c2)OCO3)cc2c(=O)n(C)c3ccccc3c21	0
c1ccc2nc(N3CCOCC3)c(N3CCOCC3)nc2c1	-25
COc1cccc(Nc2nnc(SCC(=O)N3CC(C)OC(C)C3)s2)c1 (stereo unspecified)	-3
CS(=O)(=O)Nc1ccccc1C(=O)O	0
COc1ccc(C2C3=C(CC(C)(C)CC3=O)Oc3ncn4nc(-c5cccnc5)nc4c32)cc1 (stereo unspecified)	-5
COC(=O)c1ccc(NS(=O)(=O)c2cc(C)ccc2OC)cc1	-14
O=C(Nc1ccncc1)c1c(F)cccc1F	-13
CCn1cc(C(=O)NCCC2=CCCCC2)c(=O)c2cc(S(=O)(=O)N(C)C)ccc21	6
COCCCNC(=O)Nc1ccc(F)cc1F	-15
CCCn1nnnc1NCc1ccccc1OCc1cccs1	-1
CC(NC(=O)Nc1ccccc1)C(c1cccs1)N1CCOCC1 (stereo unspecified)	5
SMILES	E coli WT inh
Cc1ccc(NC(=O)CN(c2ccccc2F)S(C)(=O)=O)cc1	-17
Cn1c(=O)c2c(nc(SCCOc3ccc4ccc(=O)oc4c3)n2C)n(C)c1=O	-1
Cn1c(CN2CCOCC2)nnc1SCC(=O)Nc1nccs1	-18
O=C(OCC(=O)c1ccccc1Br)c1ccccn1	16
COC(=O)c1ccc(CSc2nc3ccccc3s2)o1	-4
O=C1c2ccccc2C(=O)N1Cc1nc(-c2cccnc2)no1	5
Cc1ccnc(NC(=O)COc2ccc3oc4c(c3c2)CCCC4)c1	-17
CC1=C(C#N)C(=O)NC(C)(C)C1	-1
Nn1c(SCC(=O)N2CCCc3ccccc32)nnc1-c1ccccc1	-14
Cc1cc(C(=O)Nc2sc(C)c(C)c2C#N)no1	-17
O=C(Cn1ncc2c1-c1ccccc1OC2)Nc1ccc(Cl)cn1	6
CCOCCCNC(=O)N1CCOCC1	-16
CC(CCc1ccccc1)NC(=O)c1ccncc1 (stereo unspecified)	0
COc1cc(C2C(C#N)=C(N)OC3=C2C(=O)CCC3)ccc1OC(=O)N1CCOCC1 (stereo unspecified)	8
Cc1cccn2c(=O)c3cc(C(=O)NCc4ccco4)c(=N)n(C(C)C)c3nc12	2
O=C(CN1CCC(c2nc3ccccc3s2)CC1)NCc1cccs1	3
Cc1cc(C)n(C(=O)CCCCCC(=O)n2nc(C)cc2C)n1	-2
c1ccc(C(Cc2nc(-c3ccncc3)no2)c2ccccc2)cc1	-15
CCOC(=O)Nc1cc2c(cc1C(C)=O)OCO2	-24
CCOC(=O)c1cccc(N2C(=O)c3ccccc3S2(=O)=O)c1	-18
N#Cc1ccccc1OCCN1C(=O)c2ccccc2C1=O	-13
CCN(CC)CC(=O)Nc1ccc(C)cc1Br	7
COc1ccc(NC(=O)NC(C)c2ccncc2)cc1OC (stereo unspecified)	-11
CCOC(=O)C1=C(O)C(=O)N(c2ccc(S(N)(=O)=O)cc2)C1c1ccccc1 (stereo unspecified)	6
O=C(c1ccco1)N1CCN(C2=NS(=O)(=O)c3ccccc32)CC1	0
SMILES	E coli WT inh
C#CCOC(=O)CCC(=O)Nc1cc(OC)nc(OC)n1	-21
COc1ccc(-n2c(=O)c3c4c(sc3n3c(C)nnc23)CCCC4)cc1	-3
COc1ccc(NC(=O)CCC2COc3ccccc3O2)c(OC)c1 (stereo unspecified)	-18
CCOc1ccc2nc(SCC(=O)N3CCCCCC3)c(C#N)cc2c1	-1
COc1ccc(NC(=O)Nc2cc(C)ccc2OC(F)F)c(OC)c1	-12
COc1ccccc1C(=O)n1nc(-c2ccccc2)nc1NCc1ccco1	-20
CCn1c(Cc2ccccc2)nnc1SCC(=O)Nc1ccc(S(N)(=O)=O)cc1	-16
CCn1c2ccccc2c2cc(N)ccc21	-5
COc1ccc2c(Cl)c(C(=O)NCCCn3ccnc3)sc2c1	-26
CCn1c(SCC(=O)Nc2nc(-c3ccccc3)cs2)nnc1-c1ccccc1O	-16
COCCn1nnnc1C(C(C)C)N(Cc1cccnc1)Cc1ccccc1Cl (stereo unspecified)	2
S=C(c1ccc2c(c1)OCO2)N1CCCC1	-20
CCn1c(SCC(=O)Nc2ccc(Cl)cc2)nnc1C1CC1	-2
